# Bioassay records from PubChem.
# Yfh1-depleted yeast = enhancers of respiration in Yfh1-depleted yeast, dose response, Friedreich's ataxia, plus single-dose screen (AID 1465); fold induction at 50 µM, or EC50 in µM where a hit was titrated; S. cerevisiae Yfh1-off respiration, WST-1 reduction, 72 h; higher fold induction means a stronger effect; actives 0.074% (n = 220,000);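 active means fold induction of absorbance versus untreated yeast above a set limit, then at least 30% activation at any dose in follow-up; inconclusive means repeats straddling the limit, or above it without dose testing; inactive means fold induction below the set limit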;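 further: activators that raise dye reduction in frataxin-depleted yeast; strong numbers were not always called active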
# HIV peptide binding = inhibitors of HIV fusion peptide binding, primary screen, biochemical, uHTS, fluorescence dequenching (AID 1986); cell-free peptide binding, fluorescence dequenching, 30 min; higher % means a stronger effect; inhibition, % at 20 µM, or IC50 in µM where a hit was titrated; actives 0.3% (n = 290,000); in the data active means inhibition mostly above about 52%, no sharp cut-off; inactive means mostly below about 76%; further: some results filed as inactive read as strong as hits
# NOD1 inhibition = inhibition of NOD1-driven NF-kB reporter – cell-based, luminescence, uHTS, primary screen (AID 1578). actives 1% (n = 290,000). NOD1-driven NF-kB luciferase reporter cells, luminescence; higher % means a stronger effect. one-dose inhibition, % at 4 µM; EC50 in µM for titrated hits; in the data active means inhibition mostly above about 36%, no sharp cut-off; inactive means mostly below about 34%;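 further: HEK-293T reporter cells stimulated with the NOD1 agonist gamma-tri-DAP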
# KOR beta-arrestin-1 = KOR agonists, beta-arrestin recruitment, primary screen, cell-based, luminescence, uHTS (AID 1777); activation, % at 10 µM, or EC50 in µM where a hit was titrated; actives 0.02% (n = 280,000); KOR beta-arrestin recruitment, luminescence; higher % means a stronger effect; in the data active means activation above about 50%, passing the limit was not always enough; further: a part of the inactive calls stands beside numbers as strong as those of hits
# NS5 inhibitors = Dengue-2 NS5 methyltransferase inhibitors, primary screen, biochemical, confirmation dose response (AID 588689) | Dengue-2 NS5 methyltransferase capping enzyme assay, biochemical; higher % means a stronger effect | inhibition, % at 25 µM; hits with a dose series show IC50 in µM | actives 0.3% (n = 340,000); in the data active means a potency from the dose series; inconclusive means inhibition above about 29% without an active follow-up result
# NOD2 inhibition = inhibition of NOD2-driven NF-kB reporter – cell-based, luminescence, uHTS, HEK293 (AID 1566); actives 0.63% (n = 290,000); HEK293 NOD2/NF-kB luciferase reporter, luminescence; higher % means a stronger effect; inhibition, % at 4 µM, or EC50 in µM where a hit was titrated; further: many of its hits are not listed in these tables
# West Nile virus CPE = inhibition of WNV-induced cytopathic effect – cell-based, CPE readout (AID 1621) | one-dose CPE inhibition, % at 10 µM; IC50 in µM for titrated hits | West Nile virus-infected cells, CPE inhibition; higher % means a stronger effect | actives 0.02% (n = 290,000); in the data active means a potency from the dose series; inconclusive means CPE inhibition mostly from about 3.7% at the one dose, without a potency; inactive means the rest, 99 in 100 with CPE inhibition below about 2.2%; further: strong numbers were not always called active
# KOR beta-arrestin-2 = KOR antagonists, beta-arrestin recruitment, cell-based, luminescence, uHTS (AID 1778). KOR beta-arrestin recruitment, luminescence, antagonist mode; higher % means a stronger effect. actives 0.091% (n = 290,000). one-dose inhibition, % at 10 µM; IC50 in µM for titrated hits; further: strong numbers were not always called active
# AID2073 = inhibitors of Mint1-CaV2.2 protein interaction, biochemical, HTRF (AID 2073) | HTRF protein-protein interaction, Mint1-CaV2.2; higher % means a stronger effect | inhibition, % at 20 µM; hits with a dose series show IC50 in µM | actives 0.19% (n = 290,000); in the data active means inhibition mostly above about 51%, no sharp cut-off; inconclusive means no clear call, values can overlap the other calls; inactive means mostly below about 53%; further: some results filed as inactive read as strong as hits
# * marks the source's active call; other numbers are inactive results; i = inactive; ? = inconclusive; · = no result given; [ ] = another dose, or the depositor's remark. Unless noted, no stated cut-off is given here; in the data, active means inhibition above about 50%; inactive means the rest.
# The line under a structure holds: Yfh1-depleted yeast, HIV peptide binding, NOD1 inhibition, KOR beta-arrestin-1, NS5 inhibitors, NOD2 inhibition, West Nile virus CPE, KOR beta-arrestin-2, AID2073
1: O=C(Nc1cc(C(=O)N2CCCC2)ccc1N1CCCC1)C1CC1
    i, 3.3%, -25%, -1.0%, 1%, 5%, -0.3%, -45%, -2%
2: O=C(Cn1c(-c2ccccn2)nc2ccccc21)N/N=C/c1ccccn1
    i, -1.8%, -31%, ·, -7%, 13%, 0.9%, ·, -1%
3: O=c1[nH]c(/C(Cl)=C/c2cccc(F)c2)nc2cc(C(F)(F)F)ccc12
    i, 0.4%, -17%, 6.3%, 2%, -29%, -0.5%, -84%, 14%
4: O=C(NCCc1ccccn1)c1cc2ccccc2o1
    ·, -0.6%, -16%, 2.8%, -10%, -14%, -0.5%, -36%, 8%
5: CCCCCN(C(=O)NC(=O)Nc1ccccc1OC)S(C)(=O)=O
    i, 1.0%, -10%, -1.9%, 0%, 2%, -0.3%, 31%, 0%
6: O=C(NC1CC1)C1CCN(c2ccc(S(=O)(=O)N3CCOCC3)cc2Cl)CC1
    i, -0.4%, -4%, 3.2%, -10%, 7%, -0.4%, 16%, 0%
7: O=C(CN(c1cccc(C(F)(F)F)c1)S(=O)(=O)c1ccc(Cl)c([N+](=O)[O-])c1)NCc1ccccc1Cl
    i, 3.3%, 4%, 16%, -1%, -10%, 1.0%, -32%, 7%
8: O=S(=O)(Nc1ccc(F)cc1)N1CCOCC1
    ·, -0.8%, -11%, -3.2%, -11%, 3%, -0.3%, -6%, 13%
9: C=CCc1cc(OC)ccc1OCCN1CC(C)OC(C)C1 (configuration not stated)
    ·, -1.6%, -35%, -4.5%, -4%, -24%, -0.5%, -14%[20 µM], -8%
10: C=CCn1c(CCC(=O)O)ccc1-c1ccc(OC)cc1
    i, 3.8%, -34%, -1.5%, -1%, -12%, 0.1%, 12%, 9%
11: Cc1nn2c(N3CCOCC3)cc(C(C)C)nc2c1-c1ccccc1
    ·, -0.9%, -1%, -5.4%, 1%, 43%, -0.7%, -8%, 40%
12: O=C(N/N=C/c1cccc2ccccc12)c1n[nH]c2c1CCCC2
    i, 0.2%, -53%, 8.0%, 0%, -42%, -0.8%, -105%, 10%
13: N#C/C(=C/c1ccc(O)c([N+](=O)[O-])c1)C(=O)Nc1ccccc1
    i, 3.8%, 20%, 15%, 15%, 13%, -0.6%, -11%, -4%
14: CCOC(=O)C1=C(c2ccccc2)NC(SCC(=O)Nc2ccc(C)cc2)=C(C#N)C1c1ccco1 (configuration not stated)
    i, 1.8%, -16%, 17%, -10%, -2%, 2.1%, -29%, 6%
15: CCN(C(=O)c1cc2ccccc2o1)C12CC3CC(CC(C3)C1)C2
    i, -2.5%, 35%, -1.8%, ·, 12%, 0.2%, -41%, -13%
16: CCOc1cccc(/C=N/NC(=O)CC2C(=O)NN=C2C)c1O (configuration not stated)
    i, 4.8%, -20%, 5.2%, -2%, -2%, 0.9%, 25%, 43%
17: CC(C)Cc1cc(C(=O)N2CCCC(CCC(=O)N(C)CCc3ccccn3)C2)no1 (configuration not stated)
    i, -1.0%, -2%, -0.7%, -12%, 14%, -0.1%, -18%, -18%
18: CCCCC(=O)Nc1cc(OCC)c(NC(=O)c2ccccc2[N+](=O)[O-])cc1OCC
    i, 1.5%, 34%, 1.8%, -2%, 14%, 0.1%, -40%, -6%
19: N=C(N)Sc1nc(N2CCCCC2)nc(N2CCCCC2)n1
    i, -0.8%, 18%, ·, ·, 16%, -0.3%, -66%[20 µM], -15%
20: O=C(CSCc1ccc(F)cc1)NCc1cccs1
    i, 1.1%, -8%, 0.8%, 4%, -7%, -0.3%, -11%, -2%

# Overlap with the part before: 4 compounds; new compounds follow.
# The line under a structure holds: Yfh1-depleted yeast, HIV peptide binding, NOD1 inhibition, KOR beta-arrestin-1, NS5 inhibitors, NOD2 inhibition, West Nile virus CPE, KOR beta-arrestin-2, AID2073
17: CC(C)Cc1cc(C(=O)N2CCCC(CCC(=O)N(C)CCc3ccccn3)C2)no1 (configuration not stated)
    i, -1.0%, -2%, -0.7%, -12%, 14%, -0.1%, -18%, -18%
18: CCCCC(=O)Nc1cc(OCC)c(NC(=O)c2ccccc2[N+](=O)[O-])cc1OCC
    i, 1.5%, 34%, 1.8%, -2%, 14%, 0.1%, -40%, -6%
19: N=C(N)Sc1nc(N2CCCCC2)nc(N2CCCCC2)n1
    i, -0.8%, 18%, ·, ·, 16%, -0.3%, -66%[20 µM], -15%
20: O=C(CSCc1ccc(F)cc1)NCc1cccs1
    i, 1.1%, -8%, 0.8%, 4%, -7%, -0.3%, -11%, -2%
21: COc1cccc(S(=O)(=O)NCc2ccc(C(=O)N3CCN(c4ccccc4OC)CC3)cc2)c1
    ·, -1.8%, 21%, 2.2%, -5%, 9%, -0.6%, -3%, 9%
22: COc1ccc(NC(=O)C2CCC(N3C(=O)C4C5C=CC(C5)C4C3=O)CC2)cc1 (configuration not stated)
    i, -1.8%, 5%, -4.5%, 4%, 7%, -0.1%, 25%, -4%
23: Nc1nnnn1/N=C/c1cc(Cl)cc(Cl)c1O
    ·, 60%, -21%, -1.6%, ?, -3%, 0.1%, -1%[20 µM], 34%
24: CCN(C(=O)COC(=O)CNC(=O)c1ccc(C)c(C)c1)C1CCS(=O)(=O)C1 (configuration not stated)
    i, -1.1%, -5%, 4.7%, 3%, -13%, -0.1%, -56%, 0%
25: CCC(CC)C(=O)c1c[nH]c(C(=O)O)c1
    i, 0.9%, -26%, -5.0%, 4%, 5%, 1.3%, 12%, -8%
26: NC(=O)C1CCN(C(=O)COc2ccc3c(c2)oc(=O)c2ccccc23)CC1
    ·, -1.5%, -21%, -4.0%, -4%, -4%, 0.1%, -46%[20 µM], 27%
27: O=C1CC(c2cc([N+](=O)[O-])ccc2Cl)c2c(ccc3ccccc23)N1 (configuration not stated)
    i, -0.7%, -15%, -2.7%, 1%, 10%, -1.1%, 23%, 5%
28: COCCNC(=O)CN1C(=O)CSc2ccc(S(=O)(=O)N3CCOCC3)cc21
    ·, -1.2%, 0%, -5.9%, 1%, -8%, 0.3%, -9%, 14%
29: CCOC(=O)c1ccccc1NC(=O)c1ccc2c(=O)n3c(nc2c1)CCCCC3
    i, 2.6%, 18%, -4.2%, 1%, 26%, 0.1%, -7%, 25%
30: Cc1ccc(NC2(c3nnnn3-c3c(C)cccc3C)CCCCC2)cc1
    i, 0.1%, 14%, 1.2%, 5%, -26%, -1.4%, 18%, -3%
31: Cc1ccc(CC(=O)Nc2ccc(C(=O)N3CCOCC3)cc2)cc1
    ·, -1.6%, -4%, 4.9%, 1%, -16%, 0.7%, 9%, -7%
32: Cc1ccc2c(C(=O)CN3CCSCC3)c(C)[nH]c2c1
    i, 0.6%, ·, -1.1%, -5%, -2%, 0.1%, -32%, -10%
33: CCN(CC)C(=O)CSC1=Nc2ccccc2C2=NC(c3ccccc3)C(=O)N12 (configuration not stated)
    i, 1.9%, -15%, -8.1%, -3%, 13%, -0.1%, 9%, -5%
34: COCc1cc(C)nc(SCC(=O)Nc2nc(C)cs2)c1C#N
    ·, 0.2%, -34%, 3.8%, 0%, -169%, 0.2%, -5%, 11%
35: O=C(c1cc2cc([N+](=O)[O-])ccc2s1)N1CCCCC1
    i, -2.4%, -42%, -1.7%, -2%, -8%, 0.0%, 8%, 1%
36: CCCC/C=C/C(NC(=O)CCc1ccccc1)c1ccccc1 (configuration not stated)
    i, 1.8%, -23%, -0.3%, -4%, 4%, -0.7%, -2%, 1%
37: Cc1nc(Cl)sc1C(=O)Nc1ccc(C(C)(C)C)cc1
    ·, 0.4%, -5%, 1.5%, -5%, -12%, -0.8%, -13%, 7%
38: CCN(CC)C(=O)C(=O)Nc1cc(C(F)(F)F)ccc1Cl
    ·, 3.6%, 6%, -5.4%, 7%, 5%, 0.3%, 21%, -31%
39: COc1cc(NC(C)CCc2ccccc2)cc(OC)c1OC (configuration not stated)
    ·, -4.0%, -9%, -2.8%, 2%, 17%, -1.2%, -21%, -8%
40: C=CCNC(=O)COc1ccc(Oc2ccccc2)cc1
    i, -3.6%, 52%*, 14%, -7%, -22%, -0.8%, 34%, -10%
41: Cc1cccc(NC(=O)CSc2ncnc3sc(C)c(C)c23)n1
    ·, 5.0%, 2%, 5.3%, 0%, 36%, -0.7%, -8%, 1%
42: CCOC(=O)C1=C(c2ccccc2)Nc2ncnn2C1c1ccc(C(=O)O)cc1 (configuration not stated)
    i, -0.3%, -4%, -2.2%, -8%, 17%, 0.0%, -6%, 7%
43: COC(=O)c1sccc1NC(=O)c1c(C)cc(=O)oc1C
    i, 0.7%, -11%, 2.5%, -3%, 6%, -0.1%, -22%, 4%
44: O=C(NCc1cccnc1)c1cc(-c2ccccc2)on1
    i, 1.7%, -48%, 6.7%, -3%, -34%, -0.3%, -53%, -4%
45: O=C(CSc1nc2ncc(Br)cc2[nH]1)Nc1ccccc1-c1ccccc1
    ·, 2.4%, -14%, 2.7%, 3%, 12%, -0.8%, -34%, -7%
46: O=C(Nc1ccccc1C(F)(F)F)c1cc(S(=O)(=O)N2CCC3(CC2)OCCO3)ccc1F
    i, 0.4%, -24%, 5.3%, -8%, 6%, -1.5%, 4%, -4%
47: O=c1c2ccccc2c(C=Nc2cccc(O)c2)c(O)n1-c1ccc2c(c1)OCO2
    i, 4.4%, -116%, -2.0%, 8%, 0%, 0.0%, 4%, 11%
48: Clc1ccc(C2Nc3ccccc3-n3cccc32)cc1 (configuration not stated)
    i, 11%, -20%, 3.4%, -2%, -6%, 1.0%, 17%, 27%
49: CN(C)CCN(Cc1ccccc1)S(=O)(=O)c1csc(C(N)=O)c1
    ·, -0.8%, -23%, 4.3%, -12%, 14%, 0.0%, -28%, -3%
50: CCOC(=O)N1CCN(C(=O)c2cc(C)c3c(C)nn(-c4ccccc4)c3n2)CC1
    i, 0.7%, -22%, -0.7%, -5%, 7%, -0.4%, -1%, 14%
51: CCOC(=O)c1cccc(NC(=O)CSc2nncn2-c2ccccn2)c1
    ·, 1.2%, -19%, 3.3%, 3%, -3%, -0.2%, -12%, 1%
52: CN(C)CC(O)CN1C(=O)NC(C)(C)C1=O (configuration not stated)
    i, -0.2%, -29%, ·, -3%, -97%, 0.7%, -70%[20 µM], 2%
53: Cc1cccc(OCc2nc3ccccc3n2C)c1
    ·, 0.8%, -35%, -2.3%, -5%, -28%, -0.2%, -26%[20 µM], 7%
54: Cc1c(-n2c(SCC(=O)NC(C)C)nc3ccccc3c2=O)c(=O)n(-c2ccccc2)n1C
    i, 2.1%, 4%, -8.0%, -4%, 16%, -0.1%, 8%, 3%
55: Cc1ccc2c(c1)C(=O)CCN2
    i, 2.0%, -6%, 0.3%, 6%, -4%, 0.2%, -13%, 10%
56: COc1ccc(CNC(=O)CN2C(=O)C3CCCN3c3ncc(Cl)cc32)cc1 (configuration not stated)
    i, -0.7%, -16%, -5.2%, 13%, 11%, -0.6%, 6%, 12%
57: COCCNC(C)C(=O)C12CC3CC(CC(C3)C1)C2 (configuration not stated)
    i, -1.1%, 8%, -2.1%, -1%, 8%, -0.1%, 16%, -4%
58: FC(F)(F)c1cccc(-n2cccc2/C=N/n2cnnc2)c1
    i, 30%, -14%, -9.3%, 0%, -1%, -0.4%, -15%, 26%

# This is a subset; count on the stated rates, not on these rows.
